Screening results (PubChem BioAssay)
Hsp70 inhibitors: small molecules displacing fluorescent ligand from Hsp70 – biochemical, fluorescence polarization, primary screen (AID 583); Hsp70 fluorescence polarization probe displacement, mP; higher % means a stronger effect; displacement, % at 20 µM, or IC50 in µM where a hit was titrated; 0.06% of 140,000 active; in the data active means displacement above about 50%;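 further: plate controls were vehicle for no effect and reference ligand for full effect; a part of the inactive calls stands beside numbers as strong as those of hits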
MKP-3 inhibition: MKP-3 phosphatase inhibitors, primary screen, biochemical, rat enzyme, in vitro (AID 425); recombinant MKP-3 phosphatase activity, fluorescence; higher % means a stronger effect; one-dose inhibition, % at 20 µM; IC50 in µM for titrated hits; 0.17% of 110,000 active; in the data active means inhibition above about 50%;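 further: plate controls were vehicle for no effect and reference inhibitor for full effect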
The depositor's hits bear a star; / = no result given; & = joins results of further samples. The list is partial (hit frequency here may not be typical).

| compound | Hsp70 inhibitors | MKP-3 inhibition |
| --- | --- | --- |
| O=S1(=O)N=C(Oc2ccc(-c3ccccc3)cc2)c2ccccc21 | 2.6% | -1% |
| N#C/C(=C\c1ccc(-c2ccc([N+](=O)[O-])cc2Br)o1)C(N)=O | -1.3% | 0% |
| Cc1ccc(CN2CCNC(=O)C2CC(=O)O)cc1 (configuration not stated) | 2.0% | -3% |
| Cn1cc(/C(Cc2ccccc2)=N\O)c2ccccc21 | 3.2% | -12% |
| Cc1cccc(OCC(=O)N2CCC(N3CCCCCC3)CC2)c1 | 3.8% | -7% |
| COc1ccc(N(CC(=O)N2CCCC2)S(=O)(=O)c2ccc(C)cc2)c(OC)c1 | -2.8% | -1% |
| COc1cc(C2NC(=O)NC(C)=C2C(=O)OC2CCCC(C)C2)ccc1O (configuration not stated) | 1.5% | -11% |
| CCc1cc2c(=O)n(Cc3ccco3)c(SCc3c(C)noc3C)nc2s1 | 1.7% | -10% |

Reformatted: results already given.
Cc1cccc(OCC(=O)N2CCC(N3CCCCCC3)CC2)c1
- Hsp70 inhibitors: 3.8%
- MKP-3 inhibition: -7%
COc1ccc(N(CC(=O)N2CCCC2)S(=O)(=O)c2ccc(C)cc2)c(OC)c1
- Hsp70 inhibitors: -2.8%
- MKP-3 inhibition: -1%
COc1cc(C2NC(=O)NC(C)=C2C(=O)OC2CCCC(C)C2)ccc1O (configuration not stated)
- Hsp70 inhibitors: 1.5%
- MKP-3 inhibition: -11%
CCc1cc2c(=O)n(Cc3ccco3)c(SCc3c(C)noc3C)nc2s1
- Hsp70 inhibitors: 1.7%
- MKP-3 inhibition: -10%

Carrying on.
| compound | Hsp70 inhibitors | MKP-3 inhibition |
| --- | --- | --- |
| CC(C)OC(=O)c1cccc(C(=O)Oc2ccccc2)n1 | -1.5% | / |
| NC(=O)C1(N2CCCCC2)CCN(CC(=O)Nc2ccccc2-c2ccccc2)CC1 | 4.8% | -4% |
| CSc1nc(C)cc(SC(C(C)=O)C(=O)Nc2ccccc2)n1 (configuration not stated) | 1.5% | / |
| O=C(NCCN1CCOCC1)c1cc(-c2ccc(Br)cc2)nc2ccccc12 | 5.5% | 1% |
| CN(C)CC(Oc1ccc(Cl)cc1)C(=O)O (configuration not stated) | 2.1% | 0% |
| COCCNC(=O)c1cc(Br)ccc1Cl | 0.9% | -3% |
| Cc1cc(C)n(-c2ncnc3c2oc2ccccc23)n1 | 7.2% | 4% |
| O=C1N/C(=N/N=C/c2ccccc2)SC1Cc1cc(Cl)ccc1Cl (configuration not stated) | -3.0% | 6% |
| C=C(C)C1Cc2nc(N)nc(C)c2C1 (configuration not stated) | 1.9% | -13% |
| Nn1c(SCC(=O)Nc2ccc(F)cc2)nnc1-c1ccccn1 | 2.0% | -10% |
| CCOC(=O)c1ccccc1NC(=O)CN(c1ccccc1OC)S(=O)(=O)c1ccccc1 | -1.6% | -4% |
| O=C1C=C(NCc2ccc(Cl)c(Cl)c2)C2(CCCCC2)O1 | 2.6%&0.7% | 3% |
| CC(C)Cn1c(-c2cccs2)nc2nc3ccccc3nc21 | 0.0% | -12% |
| CCOc1ccc(-n2nc3ccc(NC(=O)c4ccc(Cl)cc4)cc3n2)cc1 | 2.7% | -5% |
| Cc1ccc(N2CCN(C(=O)Nc3ccc(Cl)cc3Cl)CC2)cc1 | -0.9% | 3% |
| O=C(CSc1ncc(-c2ccc(F)cc2)[nH]1)N1CCCCC1 | 3.6% | -10% |
| Cc1cc([N+](=O)[O-])ccc1N[C@@H]1C[C@H](O)[C@@H](CO)O1 | 1.0% | -1% |
| Cc1ccc2c(COC(=O)c3n[nH]c4ccccc34)cc(=O)oc2c1 | -0.3% | -6% |
| O=C1C=C(Nc2ccccc2)C(=O)N1c1ccccc1Cl | 4.8% | 0% |
| Cc1csc(NC(=O)Cc2nn(C)c(=O)c3ccccc23)n1 | / | -8% |
| O=C1OC(c2ccc(Br)cc2)=N/C1=C/c1ccc(Cl)cc1Cl | 1.4% | 3% |
| Cc1c(C(=O)NCC2CCCO2)oc2ccc(S(=O)(=O)N3CCCC3)cc12 (configuration not stated) | -3.4% | -5% |
| Cn1c(NCc2cc(Br)ccc2O)nc2ccccc21 | 2.5% | -6% |
| Cc1ccsc1C(=O)OCC(=O)NCc1ccc2c(c1)OCO2 | 1.6% | -2% |

Fetched by structure from the list above (two):
| compound | Hsp70 inhibitors | MKP-3 inhibition |
| --- | --- | --- |
| O=C1C=C(Nc2ccccc2)C(=O)N1c1ccccc1Cl | 4.8% | 0% |
| Cc1ccc2c(COC(=O)c3n[nH]c4ccccc34)cc(=O)oc2c1 | -0.3% | -6% |

Next part:
| compound | Hsp70 inhibitors | MKP-3 inhibition |
| --- | --- | --- |
| O=C(CSc1nc2ccccc2[nH]1)c1ccc2ccccc2c1 | -1.1% | 4% |
| Cc1cc(C)c(C)c(OCCCn2ccnc2)c1 | 1.6% | / |
| COc1ccc(C(c2nnnn2Cc2ccccc2)N2CCN(C(=O)c3ccco3)CC2)cc1OC (configuration not stated) | 1.7% | 2% |
| O=C1S/C(=C\c2ccc(-c3ccc([N+](=O)[O-])cc3)o2)C(=O)N1c1ccccc1 | -1.1% | 4% |
| Cn1nnnc1Sc1nc(-c2cccnc2)nc2ccccc12 | 3.8% | -12% |
| O=C1C(Cl)=C(NCC2CCCO2)C(=O)N1C1CCCCC1 (configuration not stated) | 3.6% | 0% |
| Cc1ccc2c(c1)NC(C(C)(C)C)CO2 (configuration not stated) | 11% | / |
| CCn1nc(C)c(NC(=O)CCCSc2nc(-c3ccco3)cc(C(F)(F)F)n2)c1C | -1.6% | -6% |
| O=c1cc(CN2CCOCC2)c2c(ccc3ccccc32)o1 | -1.1% | 5% |
| COc1ccc(NC(=O)c2cc3cc(OC)ccc3oc2=O)cc1 | -17% | 0% |
| COc1ccc(CN(Cc2cc3cc4c(cc3[nH]c2=O)OCO4)C(=O)NC2CCCCC2)cc1 | -0.9% | 0% |
| COc1ccccc1CNC(=O)CCCOc1cc(=O)n(C)c2ccccc12 | 6.0% | / |
| O=C(c1cc(-c2ccccc2Cl)on1)N1CCN(C(=O)c2ccco2)CC1 | -3.4% | / |
| CCOC(=O)c1c(C)n(C)c2ccc(O)c(CN3CCC(C)CC3)c12 | / | -4% |
| CC(C)C(=O)NNC(=O)C12CC3CC(CC(C3)C1)C2 | 2.2% | 3% |
| CCOC(=O)n1c(=O)oc2cc(S(=O)(=O)N3CCOCC3)ccc21 | 1.2% | -8% |
| CCOc1ccc(-n2nc3ccc(NC(=O)c4ccc(C)c([N+](=O)[O-])c4)cc3n2)cc1 | -3.6% | 3% |
| Cn1nnc2c(sc3nc(N4CCOCC4)c4c(c32)CCCC4)c1=O | -6.2% | -4% |
| COC(=O)c1[nH]c2ccc(C)cc2c1NS(=O)(=O)c1ccc(F)c(C)c1 | 1.0% | -14% |
| CCCS(=O)(=O)N1CCC(C(=O)NCCN(C)Cc2ccccc2)CC1 | -3.1% | -6% |
| CCOC(=O)N1CCC(NC(=O)C2CCCN(C(=O)N3CCOc4ccccc43)C2)CC1 (configuration not stated) | -5.5% | 0% |
| CCOc1ccc2c(c1)sc(=NC(=O)C1CC1)n2C | / | -1% |
| CS(=O)(=O)N(CC(=O)Nc1ccc(Cl)c(Cl)c1)C1CCCCC1 | -0.5% | / |
| O=C(O)CC(NC(=O)COc1ccc(Cl)cc1Cl)C(=O)O (configuration not stated) | 2.0%&0.2% | -9%&6% |
| CN1C(=O)NC(c2ccccc2)C2=C1CN(CCc1ccccc1)C2=O (configuration not stated) | -0.4% | / |
| COC(=O)c1ccc(C)c(NS(=O)(=O)c2ccc(OC)c(OC)c2)c1 | -1.6% | / |
| O=C1NC(=S)N(c2ccccc2)C(=O)/C1=C/c1ccc(-c2ccc(Cl)c(C(=O)O)c2)o1 | 0.2% | -7% |
| C=CCSc1nc2c(c(=O)[nH]c(=O)n2C)n1C/C=C(/C)Cl | -2.5% | 3% |
| CCOC(=O)N1CCN(S(=O)(=O)c2ccc(C)c(C)c2C)CC1 | 3.5% | -5% |
| CS(=O)(=O)N/N=C/c1ccc2c(c1)OCO2 | 0.2% | 0% |
| COc1ccc(S(=O)(=O)N(CCc2ccccc2)CC(=O)Nc2ccc3c(c2)OCO3)cc1 | 2.9% | 1% |
| CCN(CC)C(=O)C1CCCN(Cc2ccc(OC)c(C)c2C)C1 (configuration not stated) | 0.5% | 4% |
| CCOC(=O)N1CCC(N2C(=O)c3cc(C(=O)NC4CCCCC4)ccc3C2O)CC1 (configuration not stated) | 5.8% | -3% |
| Cc1cc(C)c(S(=O)(=O)c2ccccc2)c(OC(=O)c2c(Cl)cc(Cl)cc2Cl)n1 | 0.7% | / |
| CC(=O)c1ccc(NC(=O)c2cc3nc(-c4ccc(Br)cc4)cc(C(F)(F)F)n3n2)cc1 | 0.4% | 3% |
| Cc1ccc(-n2c(N)c(C(N)=O)sc2=S)cc1 | -3.6% | 1% |
| CCOC(=O)CC(=O)CSc1nc(C)cc(C)c1C#N | 4.7% | / |
| CCCCOCCCNC(=O)N[C@@H](CC(C)C)C(=O)O | -4.7% | 8% |
| CCOc1ccc2nc(SC/C=C/c3ccccc3)sc2c1 | -1.4% | 3% |
| O=C(Nc1ccc2nc(-c3ccc(Br)o3)[nH]c2c1)c1cccs1 | 9.5% | 2% |
| COC(=O)C1=C(C)NC(C)=C(C(=O)OC)C1C(=O)OC1CCCCC1=O (configuration not stated) | -1.7% | -4% |
| O=C(NCc1ccccc1)c1n[nH]nc1-c1ccccc1O | -6.2% | -2% |
| CCOC(=O)C1=C(C)NC2=C(C(=O)CC(c3ccccc3)C2)C1c1ccc(Cl)cc1 (configuration not stated) | -18% | 4% |
| Cc1cccc(CC2CC(=O)N(C3CCCCC3)C2=O)c1 (configuration not stated) | -1.9% | -7% |
| COc1ccc(S(=O)(=O)Nc2ccc(S(=O)(=O)N3CCCC3)cc2)cc1 | 2.4% | / |
| CCO/C(C)=N/n1c2nc3ccccc3nc2c2c(=O)n(C3CCCC3)c(C)nc21 | -1.6% | -4% |
| O=C(Nc1cccc(Cl)c1Cl)c1cnccn1 | -0.1% | 0% |
| CC1(C)CC(=O)C2=C(C1)Nc1ccccc1N(C(=O)c1ccccc1)C2c1ccc([N+](=O)[O-])o1 (configuration not stated) | 2.9% | 0% |
| O=C(Cc1c2ccccc2nc2ccccc12)c1ccccc1 | 4.1% | 4% |
| O=C(NNC(=O)c1ccccc1Br)c1ccc(SCC2CCCO2)c([N+](=O)[O-])c1 (configuration not stated) | 3.5% | / |
| CCSc1nnc2nc(C)cc(C)n12 | 3.5% | / |
| O=C1C2ON(c3ccc(Cl)cc3)C(c3cccs3)C2C(=O)N1Cc1ccccc1 (configuration not stated) | -4.8% | 1% |
| O=[N+]([O-])c1ccc2nc(Sc3ccccn3)sc2c1 | -0.9% | 6% |
| C/C(N)=C(/C#N)C(=O)CSc1nnc(NC(C)C)s1 | 20% | -8% |
| Cc1nc2cc(Cl)ccc2n1CCO | 7.2%&-1.2% | -10%&0% |
| CCOC(=O)c1c(C)n(C)c2ccc(OCC(O)CN3CCCCCC3)cc12 (configuration not stated) | -2.7% | -5% |

(continued)
| compound | Hsp70 inhibitors | MKP-3 inhibition |
| --- | --- | --- |
| Cc1ccc(-c2noc(CCC(=O)NCC3CCN(Cc4cccc(C)c4)CC3)n2)cc1 | -1.1% | 2% |
| COC(=O)C1=C(C)Nc2c(c(=O)n(C)c(=O)n2C)C1c1cccnc1 (configuration not stated) | -4.4% | / |
| O=C(/C=C/Nc1cccc(O)c1)c1ccc(Cl)cc1 | -4.5% | 2% |
| COc1ccc(OC)c(NC(=O)C2=C(C)Nc3ncnn3C2c2cccs2)c1 (configuration not stated) | 3.1% | -2% |
| CC(C)c1cccc(C(C)C)c1NC(=O)c1ccc(C(=O)C(=O)c2ccccc2)cc1 | -0.9% | 6% |
| CC(=O)N(C1=C(N2CCCCC2)C(=O)c2ccccc2C1=O)c1ccc(Br)cc1 | 0.1% | -1% |
| Cc1ccc(S(=O)(=O)NC(=O)Nn2c(C)nnc2C)cc1 | -2.5% | -2% |
| CN(C)c1ccnc2sc(C(N)=O)c(N)c12 | 9.7% | / |
| CCC(=O)Nc1c(C(=O)Nc2cccc(OC)c2)oc2ccccc12 | 7.1% | -9% |
| COc1ccccc1C(=O)Nc1nc2nc(-c3ccccc3)cc(=O)n2[nH]1 | 3.6% | / |
| CCOc1ccc(C2CC(c3ccccc3C)n3ncnc3N2)cc1 (configuration not stated) | 2.9% | -6% |
| Cc1ccc(S(=O)(=O)NCc2ccco2)cc1[N+](=O)[O-] | -1.1% | -1% |
| COc1nnc(-c2ccc(N3CCOCC3)c(NC(=O)c3ccccc3)c2)c2ccccc12 | -1.5% | / |
| O=C(c1ccco1)N1CCN(/C(=N/S(=O)(=O)c2cccs2)c2ccccc2Cl)CC1 | -5.2% | -4% |
| Cc1nc(SCC(=O)N2CCN(c3ccccc3)CC2)c2oc3ccccc3c2n1 | 4.7% | 0% |
| COC(=O)CN(c1ccccc1F)S(=O)(=O)c1ccccc1 | -2.3%&4.6% | 9%&0% |
| CCSc1nnc(NC(=O)c2cc(C)nc3ccccc23)s1 | 6.8% | / |
| COc1ccc(C2=NN(C(=O)CCC(=O)O)C(c3ccc([N+](=O)[O-])cc3)C2)cc1 (configuration not stated) | -1.8% | 1% |
| CCn1c(SCC(=O)N2CCCc3ccccc32)nc2c1c(=O)n(C)c(=O)n2C | 0.3% | -3% |
| COC(=O)c1cc(C(=O)Nc2ccccc2OC)cc([N+](=O)[O-])c1 | 4.9% | -1% |
| N#Cc1c(NC(=O)c2ccc(C(=O)O)cc2C(=O)O)sc2c1CCCC2 | 0.3% | 2% |
| Cc1nn(C(C)(C)C)c(OC(=O)c2ccc(Br)o2)c1Sc1ccccc1 | 7.2% | / |
| CCC1(C)Cc2c(sc(NC(=O)CCC(=O)O)c2C#N)CO1 (configuration not stated) | 1.2% | -6% |
| CCOc1ccc(C(C)=O)cc1CSc1nnc(-c2ccoc2C)n1N | -2.4% | -1% |
| CCSc1nnc2n(-c3ccc(OC)cc3)c(=O)c3c4c(sc3n12)CCCC4 | 0.3%&-0.7% | 2% |
| O=C1/C(=C\Nc2ccc(OC(F)(F)F)cc2)CCN1c1ncccn1 | 1.5% | / |
